High-throughput results: PubChem, The Scripps Research Institute Molecular Screening Center
CHRM1 antagonist – human M1 muscarinic receptor antagonists, primary screen, CHO-K1 cells, Fluo-8 calcium fluorescence, 1536-well; Muscarinic acetylcholine receptor M1 (Homo sapiens), P11229; CHO-K1 hM1, ACh EC80 antagonist; inhibition, % at 3 µM; 360,000 compounds, 1.3% hits;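 active = percent inhibition above its own plate's cutoff, namely the mean of that plate's compound wells plus 3 SD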;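 note: peak over basal fluorescence ratio during 140 s after agonist addition; 0% = ACh EC80 plus DMSO and 100% = DMSO alone without agonist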
Target sequence (P11229 whole entry, looked up): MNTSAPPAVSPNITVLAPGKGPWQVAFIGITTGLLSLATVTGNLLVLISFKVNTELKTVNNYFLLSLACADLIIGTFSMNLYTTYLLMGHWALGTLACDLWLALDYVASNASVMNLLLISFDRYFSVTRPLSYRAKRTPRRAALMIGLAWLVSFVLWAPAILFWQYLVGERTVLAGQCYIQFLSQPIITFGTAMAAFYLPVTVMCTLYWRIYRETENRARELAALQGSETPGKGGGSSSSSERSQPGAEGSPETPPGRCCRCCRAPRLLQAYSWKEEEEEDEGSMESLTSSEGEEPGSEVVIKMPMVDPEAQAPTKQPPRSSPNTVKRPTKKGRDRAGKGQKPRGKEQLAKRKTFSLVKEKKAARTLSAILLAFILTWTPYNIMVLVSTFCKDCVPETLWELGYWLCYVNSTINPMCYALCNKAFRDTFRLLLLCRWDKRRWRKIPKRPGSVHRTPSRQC
CHO-K1 Ca ag – counter-screen for M1 agonists: effect in parental CHO-K1 cells; Fluo-8 calcium fluorescence; scaled to maximal ATP response, vehicle zero; activation, % at 3 µM; 360,000 compounds, 0.48% hits; in the data active = activation above about 15%;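 note: untransfected CHO-K1 host cells lacking M1 receptor as counterscreen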
CHRM1 agonist – human M1 muscarinic receptor agonists, primary screen, Fluo-8 calcium fluorescence, CHO-K1 cells, HTS. Muscarinic acetylcholine receptor M1 (Homo sapiens), P11229. CHO-K1 hM1, agonist mode; 0% DMSO, 100% acetylcholine EC100. activation, % at 3 µM. 360,000 compounds, 0.33% hits;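 active = activation above the run's mean compound activation plus 3 SD, cut at about 16% in these data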;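 note: peak over basal fluorescence ratio within a 140 s kinetic read after compound addition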
M4 antag – human M4 muscarinic receptor antagonists, primary screen, CHO cells, Fluo-8 calcium fluorescence; CHO-hM4 cells, ACh EC80; inhibition, % at 3 µM; 360,000 compounds, 0.73% hits;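 active = inhibition above its plate's cutoff, the mean inhibition of sample wells plus 3 SD, cut at about 27% in these data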;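 note: 0% = acetylcholine EC80 with DMSO and 100% = DMSO without agonist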
OXTR potentiator – human OXTR potentiators, primary screen, fluorescence, CHO-OTR cells, Fluo-8 calcium | Oxytocin receptor (Homo sapiens), P30559 | Fluo-8 calcium fluorescence, potentiator mode; 0% = oxytocin EC15, 100% = EC100 | activation, % at 3 µM | 320,000 compounds, 0.061% hits | AID 2445, 2010;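 active = activation above that plate's cutoff, the mean activation of tested compounds plus 3 SD, cut at about 6.6% in these data, passing the limit was not always enough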;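 note: 100% uses oxytocin at 75 nM as the full agonist control; some results filed as inactive read as strong as hits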
Target sequence (P30559 whole entry, looked up): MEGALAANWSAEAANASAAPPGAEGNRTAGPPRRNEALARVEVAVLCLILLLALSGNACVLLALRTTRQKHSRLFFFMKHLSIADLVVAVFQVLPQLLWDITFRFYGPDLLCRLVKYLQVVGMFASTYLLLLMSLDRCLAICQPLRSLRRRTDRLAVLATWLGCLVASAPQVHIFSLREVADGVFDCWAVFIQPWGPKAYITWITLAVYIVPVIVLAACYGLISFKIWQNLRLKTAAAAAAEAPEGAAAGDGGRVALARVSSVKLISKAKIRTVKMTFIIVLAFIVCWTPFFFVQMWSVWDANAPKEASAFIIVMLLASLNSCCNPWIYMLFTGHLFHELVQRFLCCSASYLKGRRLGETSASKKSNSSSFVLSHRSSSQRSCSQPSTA
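Dosing: Single dose, 3.0 µM nominal final compound concentration | Material: Human OTR in CHO cells | Technique: Kinetic Fluo-8 calcium fluorescence | Benchmarks: EC15 oxytocin alone as 0%, 75 nM oxytocin as 100% | Probe or stimulus: Oxytocin at about EC15, sub-maximal agonist stimulus | Incubation: Compound 6 min at room temperature before oxytocin, 100 s read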
CHO parental Ca – ATP-evoked calcium signal inhibitors, parental CHO, primary screen, counter-screen for OX1R antagonist project, cell-based, fluorescence, Fluo-8 calcium dye; AID 463079, 2010; parental CHO-K1, ATP-induced calcium, Fluo-8 fluorescence; inhibition, % at 5.6 µM; 330,000 compounds, 0.63% hits;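 active = inhibition above that plate's mean sample inhibition plus 3 SD, cut at about 26% in these data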;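 note: 0% = ATP-challenged DMSO wells and 100% = DMSO wells without ATP; some compounds past the cut are filed as inactive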
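Test system: parental CHO cells; detection: calcium-sensitive Fluo-8 fluorescence; evaluation: percent inhibition of calcium signal; also added: ATP as calcium-mobilizing challenge; repeats: one well per compound; control set: ATP-challenged DMSO wells low, unchallenged DMSO wells high; compound: single nominal dose of 5.6 µM per compound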
M4 ag – human M4 muscarinic receptor agonists, primary screen, CHO-K1 cells, Fluo-8 calcium fluorescence; Muscarinic acetylcholine receptor M4 (Homo sapiens), P08173; CHO-K1 hM4/Gqi5; vehicle 0%, full acetylcholine response 100%; activation, % at 3 µM; 360,000 compounds, 0.14% hits; AID 624127, 2012;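 active = activation above the run mean over all test wells plus 3 SD, cut at about 32% in these data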;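 note: peak over basal fluorescence ratio per well then scaled between controls; 0% = DMSO wells and 100% = acetylcholine at EC100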
CHO-K1 Ca antag – counter-screen for M1 antagonists: effect in parental CHO-K1 cells; 360,000 compounds, 0.6% hits; ATP-induced calcium, Fluo-8 fluorescence; inhibition, % at 3 µM;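 active = inhibition above a per-plate cutoff, the plate's mean sample inhibition plus 3 SD, cut at about 24% in these data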;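 note: 0% = DMSO plus EC80 ATP and 100% = DMSO alone without ATP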
M1 PAM – human M1 muscarinic receptor positive allosteric modulators, primary screen, CHO-K1 cells, Fluo-8 calcium fluorescence, 1536-well. 360,000 compounds, 0.088% hits. CHO-K1 hM1, ACh EC20; 0% = ACh EC20, 100% = maximal ACh. Muscarinic acetylcholine receptor M1 (Homo sapiens), P11229. AID 588819, 2011. activation, % at 3 µM; in the data active = activation above about 19%, passing the limit was not always enough
The depositor's hits bear a star; · = not tested or not shown.

no.	compound	CHRM1 antagonist	CHO-K1 Ca ag	CHRM1 agonist	M4 antag	OXTR potentiator	CHO parental Ca	M4 ag	CHO-K1 Ca antag	M1 PAM
1	O=C(c1cccc(Cl)c1)N1CCC(C(=O)N2CCN(Cc3ccccc3)CC2)CC1	-8	3.7	-4	-9	-8	-10	5	-4	5
2	COc1ccc(CNC(=O)CN(C(=O)c2csnn2)c2cccc3c2CCCC3)cc1	-9	0.5	0	-8	-9	-25	1	-11	4
3	O=[N+]([O-])c1cccc(-c2nnn(C34CC5CC(CC(C5)C3)C4)n2)c1	-39	0.3	-2	7	-11	-10	0	-9	3
4	Cn1c(=O)c2cc(S(=O)(=O)NC(C(=O)N3CCCCCC3)c3ccccc3)ccc2n(C)c1=O (stereo not drawn)	-15	0.3	-5	-12	-2	-16	0	-8	11
5	CC(=O)Nc1ccccc1C(F)(F)F	2	0.0	0	2	0	1	1	16	10
6	O=C(CNC(=O)c1ccc(Cl)cc1)OCn1nnc2ccccc2c1=O	-16	0.1	-4	-1	2	-11	1	-14	14
7	CCC(=O)c1cn(CC(=O)Nc2ccc(OC)cc2)c2ccccc12	0	3.2	-1	-1	-14	-12	1	-10	8
8	O=C(c1ccc(CS(=O)(=O)c2cccc(C(F)(F)F)c2)o1)N1CCN(c2ccccn2)CC1	8	3.5	-2	2	-4	-9	10	2	-4
9	S=C(N/N=C/c1ccc2ncccc2c1)Nc1cccnc1	3	10	-2	-6	-7	0	2	-6	5
10	CCCCOC(=O)CSc1nnc(-c2ccc(Cl)cc2Cl)o1	-9	0.4	-2	-9	-20	-28	-1	-7	5
11	O=C(CCNC(=O)c1ccc(Br)cc1)Nc1cccc(S(=O)(=O)N2CCCCCC2)c1	7	1.3	-4	13	-10	-27	5	3	-1
12	COc1cccc(NC(=O)C2CC(=O)N=C(N)S2)c1 (stereo not drawn)	-5	0.8	-5	4	-15	-5	0	-9	8
13	COc1ccc(NC(=O)C2CCCN(C(=O)c3ccc(Cl)cc3)C2)cc1S(=O)(=O)N(C)C (stereo not drawn)	-11	0.2	-6	9	-3	-22	1	-21	6
14	O=C(COC(=O)c1cc(=O)[nH]c2ccccc12)Nc1nc(-c2cccc(Br)c2)cs1	-1	1.9	-2	-5	3	-20	1	-13	1
15	CC(=O)OCC(=O)C1(O)CCC2C3CCC4C(OC(C)=O)C(=O)CCC4(C)C3C(=O)CC21C (stereo not drawn)	11	0.4	-5	1	·	·	0	-9	-2
16	COc1ncnc(OC)c1S(=O)(=O)Nc1ccc(C(F)(F)F)cc1	-10	2.3	-2	1	-19	1	1	-7	3
17	CCOCCCNC(=S)N(CCN(C)C)Cc1cc2cc3c(cc2[nH]c1=O)OCCO3	2	0.0	-7	2	-1	-3	0	5	3
18	O=C(COc1ccc(Cl)cc1Cl)NC1CC1	-1	8.0	-1	-8	·	·	4	5	4
19	CN1C(=O)/C(=C/c2ccccc2F)Sc2ccc(C(=O)N3CCCC3)cc21	-5	4.8	-4	0	-12	-31	2	-12	4
20	CCC(c1nnc(SCC(=O)NCCc2ccc(OC)c(OC)c2)n1Cc1ccccc1)N(C)C (stereo not drawn)	-2	-0.1	-5	4	-13	-26	0	2	4

The results go on:
no.	compound	CHRM1 antagonist	CHO-K1 Ca ag	CHRM1 agonist	M4 antag	OXTR potentiator	CHO parental Ca	M4 ag	CHO-K1 Ca antag	M1 PAM
21	CC1=C(C(=O)N2CCOCC2)CC(CC(=O)NCCc2ccccn2)C(=O)N1Cc1ccccc1 (stereo not drawn)	14	0.5	-4	5	·	·	1	5	-5
22	[O-][N+]1=c2ccc(Nc3ccccc3)cc2=NC12CCCCC2	2	0.1	-6	8	-6	-19	0	-4	-1
23	COc1ccccc1CNC(=O)C(C)n1nc(C)n2c(cc3occc32)c1=O (stereo not drawn)	13	0.2	-3	-13	-1	-14	2	0	-3
24	Cc1c(NC(=O)CN2CCN(C(c3ccccc3)c3ccccc3)CC2)c(=O)n(-c2ccccc2)n1C	-11	0.4	-5	10	-15	-14	-1	-15	9
25	Cc1ncoc1C(=O)NC1CC(C)(C)Cc2c1cnn2-c1ccc(F)cc1 (stereo not drawn)	-6	0.7	-1	-8	-1	-14	1	1	3
26	Cn1cccc1CC(=O)N/N=C/c1ccc(C(C)(C)C)cc1	-7	-0.3	-4	-6	0	-11	0	-2	1
27	CCCCCOc1ccc(C(O)C(CN2CCOCC2)c2ccccc2)cc1 (stereo not drawn)	-1	2.2	-5	-1	·	·	1	-6	-9
28	Cc1nccn1Cc1cccc2ccccc12	-4	0.9	-9	22	2	-11	1	-9	0
29	CCCCN(Cc1cc2cc(OC)ccc2[nH]c1=O)S(=O)(=O)c1ccc(C)cc1	8	1.4	-1	-10	-24	-14	9	0	-9
30	COc1ccc(N(CC(=O)Nc2ccccc2OC)S(=O)(=O)c2ccc(NC(C)=O)cc2)cc1	-6	2.8	-4	3	-13	-12	12	7	3
31	COCC(C)n1c(C)cc(C(=O)CSc2nnc(Nc3ccccc3F)s2)c1C (stereo not drawn)	9	1.0	-3	4	-25	-29	6	0	-4
32	Cc1c(C(=O)Nc2ccc(F)cc2)cn2c(nc3ccccc32)c1C#N	-11	0.4	-2	-3	-3	-10	1	-15	8
33	O=C(OCc1cccs1)c1ccccc1NS(=O)(=O)c1ccc2c(c1)OCCO2	-20	0.7	-1	-5	-16	23	0	-13	1
34	O=C(Nc1ccc(C(O)c2ccccc2)cc1)[C@H]1C[C@H](O)[C@@H](CO)O1 (stereo partly drawn)	-4	-0.4	1	3	·	·	1	12	2
35	Cc1cc(NC(=O)CSc2nc(C3CCCCC3)nc3ccccc23)no1	-11	0.7	-6	16	-5	-20	-1	-15	9
36	Cc1ccc(S(=O)(=O)N(C)CC(=O)N2CCCC2)cc1	5	0.4	-2	0	-5	-15	0	-5	-4
37	COc1cc(Cl)c(C)cc1NC(=O)c1cc(S(=O)(=O)N(C)C)ccc1N1CCCC1	-4	-0.5	-2	-2	-10	-29	1	21	10
38	COc1ccc(NS(=O)(=O)c2cccc(NC(=O)C3=NN(c4ccccc4)C(=O)CC3)c2)cc1	12	2.6	-1	-4	-8	8	8	-7	-1
39	CCOc1cc(C2C(C#N)=C(N)Oc3n[nH]c(CC)c32)ccc1OCCN1CCOCC1 (stereo not drawn)	-4	-0.2	-3	3	-3	-3	1	9	2
40	C[C@@H]1CN([C@H](C)CO)C(=O)CCCn2nncc2CO[C@@H]1CN(C)S(=O)(=O)c1ccc(C#N)cc1	-3	1.8	-3	-4	·	·	2	12	0

The list goes on.
no.	compound	CHRM1 antagonist	CHO-K1 Ca ag	CHRM1 agonist	M4 antag	OXTR potentiator	CHO parental Ca	M4 ag	CHO-K1 Ca antag	M1 PAM
41	CCCOc1nc2c(c(=O)n(C)c(=O)n2C)n1Cc1cccc2ccccc12	-22	0.2	4	3	-10	39*	0	-3	2
42	Cc1noc(C)c1COc1cccc(C(=O)Nc2ccc(Br)cc2F)c1	19	0.7	-4	-12	-10	-13	6	15	-5
43	Cc1ccc(NC(=O)CCS(=O)(=O)c2ccc(Br)cc2)nc1	-9	2.8	-6	-6	-3	-20	2	-5	7
44	CCCc1cc(=O)n2[nH]c(SCc3ccc(Cl)cc3)nc2n1	-17	0.1	-1	-16	-8	-7	0	-16	11
45	O=C1C2CCCN2C(c2ccc(F)cc2)N1c1ccc(Cl)cc1 (stereo not drawn)	-10	0.7	-7	-3	-1	-19	1	1	9
46	CC(C)NC(=O)c1ccc(-c2cc(C(F)(F)F)ccc2Cl)o1	-12	-0.5	-2	-8	0	-7	1	-21	8
47	S=C(NCCSCc1ccc(Cl)cc1)Nc1ccccc1	14	6.8	-4	5	-8	19	7	-3	-6
48	Cc1ccc2nc(NCCc3ccccc3)c3nncn3c2c1	-7	-0.3	0	3	·	·	0	-5	7
49	COC(=O)C(/C=N/OCc1ccc([N+](=O)[O-])cc1)NC(=O)c1ccccc1 (stereo not drawn)	-4	5.8	13	-4	-29	30	9	-1	1
50	CCOC(=O)C1=C(C)Nc2sc(C(=O)c3ccc(F)cc3)c(N)c2C1c1ccc(C(=O)OC)cc1 (stereo not drawn)	-10	0.1	-7	-8	-7	-5	0	4	12
51	COc1ccc(NC(=O)C=C(C)C)cc1Cl	-10	1.8	-2	1	-4	-5	0	-20	10
52	COC(=O)C1=C(C)N(c2ccc(C)c(C)c2)/C(=C/c2ccco2)C1=O	-2	-0.4	-6	-4	-13	-2	0	6	4
53	CC(CCc1ccccc1)NCc1ccncc1 (stereo not drawn)	-13	1.0	-3	-1	-2	-18	2	-13	4
54	COc1ccccc1NS(=O)(=O)c1cc(N=N/C(C(=O)Nc2ccc(Cl)cc2)=C(/C)O)ccc1C	-7	-0.1	-2	12	4	3	0	-4	4
55	Cn1c(CNS(=O)(=O)c2ccc(Br)cc2)n[nH]c1=S	5	0.2	-3	-8	-1	-8	0	-1	0
56	COc1ccc(CN2CC(=O)N(c3ccccc3OC)C2=S)cc1OC	-5	8.1	-1	-16	-18	-18	22	-15	-2
57	CCN(CC(F)(F)C(F)F)S(=O)(=O)c1ccc(NC(=O)OC)cc1	-6	0.1	-4	5	-12	-2	0	3	5
58	COc1ccc(C2Nc3ccccc3C(=O)N2Cc2ccco2)cc1COc1ccc(F)cc1 (stereo not drawn)	-3	0.5	-4	-7	-2	1	-1	12	0
59	Nc1nc(NCc2ccccc2)nc(NCCO)c1[N+](=O)[O-]	5	1.4	3	1	-2	-12	1	0	1
60	Cc1ccccc1C(=O)N1CCC(C(=O)N(C)CCOc2ccccc2)CC1	-1	11	-1	-11	1	-2	2	6	2

Carrying on.
no.	compound	CHRM1 antagonist	CHO-K1 Ca ag	CHRM1 agonist	M4 antag	OXTR potentiator	CHO parental Ca	M4 ag	CHO-K1 Ca antag	M1 PAM
61	CCOC(=O)[C@]12CCCC=C1N(Cc1cccc3ccccc13)C(=O)[C@H](CC(=O)NCc1ccc(OC)c(OC)c1)C2	·	1.0	·	-1	·	·	7	-21	·
62	C/C(=N\NC(=O)C(NC(=O)c1ccccc1)C(C)C)c1ccccc1 (stereo not drawn)	-16	-0.1	-6	-1	-11	5	-1	-11	6
63	Cc1ccc2c(c1)C1(C(=O)N2)N2CCCC2C(C(=O)c2ccc3ccccc3c2)C12C(=O)Nc1ccccc12 (stereo not drawn)	-7	0.4	-3	3	·	·	0	-9	2
64	CCCCn1c2nc3ccccc3nc2c2c(=O)n(CCC)cnc21	-5	0.5	-3	7	-5	-22	1	1	2
65	CCN(CC)C1=CC(=[N+]2CCCC2)CC(C)(C)C1	0	-0.2	-8	20	-11	-4	0	16	5

Rows are unselected, and some 2.9% of all compounds hit somewhere here.
